# aSyn yeast rescue: inhibitors of alpha-synuclein toxicity in yeast | AID 1347070 | 94,000 tested, 0.02% active | S. cerevisiae alpha-synuclein toxicity rescue, BacTiter-Glo growth, 24 h | Potency, µM (titrated, usually from 46.1 µM), without a hit: top-dose growth rescue (activation), hits mostly activators; active = well fitted activation curve with a large enough effect; inconclusive = small, poorly fitted or top-dose-only effect; note: 0% is about no effect
#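 Growth restoration measured by BacTiter-Glo luminescence after 24 hr at 30 deg C; alpha-synuclein yeast, raffinose-pregrown to mid-log, were added at OD600=0.02 in galactose medium onto pinned compounds.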
# * marks the source's active call; other numbers are inactive results; ? = inconclusive; & = joins results of further samples; [ ] = another dose, or the depositor's remark. Potency is the fitted concentration of half-maximal effect.
SMILES,aSyn yeast rescue
CC(=O)c1c(C(C)=O)c(C)n(-c2ccc3ncccc3c2)c1C,-5%
Cc1nn(CC(=O)NC2CC2)c(=O)c2cc3cc(F)ccc3n12,2%
O=C(CNc1ccc(F)cc1)N/N=C1\CCc2ccccc21,-1%
Cc1ccc2c(COC(=O)c3ccc(C)c(C)c3)cc(=O)oc2c1,-2%
Cc1nn2c(=O)cc(COC(=O)c3ccc(NC(=O)COc4ccc(Cl)cc4)cc3)nc2s1,?
COc1ccc(NC(=O)Nc2ccncc2)c(OC)c1,-3%
CN(C)c1ccc(CNC(=O)c2cc(S(=O)(=O)N3CCOCC3)cn2C)cc1,7%
O=C(c1ccc2c(c1)OCCO2)N(Cc1cccnc1)c1nc2c(Cl)cccc2s1,-12%
CCOC(=O)C1CCN(C(=O)c2cc(S(=O)(=O)N3CCCCCC3)ccc2OC)CC1,0%
CCOC(=O)N1CCN(S(=O)(=O)N2CCCC(C(=O)NCc3ccc(OC)cc3OC)C2)CC1 (configuration not stated),3%
COc1ccc(CNC(=O)c2cccn2-c2nnc(N3CCCC3)s2)c(OC)c1,-3%
O=C(Cc1ccc(S(=O)(=O)N2CCOCC2)s1)Oc1ccc(F)cc1,-46%[inhibitor]
CCOC(=O)c1c(OCCO)nn(-c2ccc(Cl)cc2)c1N,-14%
C[C@@H]1CN([C@H](C)CO)C(=O)CCCn2cc(nn2)CO[C@H]1CN(C)C(=O)Nc1cccc(C(F)(F)F)c1,5%
CCCOc1ccc(Oc2nc(NCC(C)C)nc(N3CCOCC3)n2)nn1,4%
Cc1ccc(NC(=O)c2cc(S(=O)(=O)N3CCCc4ccccc43)ccc2F)cc1F,5%
COC(=O)C1CCN(S(=O)(=O)c2cc3c4c(c2)C(C)C(=O)N4CCC3)CC1 (configuration not stated),1%
CC[n+]1cc(C)ccc1/C=C/c1ccc(N(C)C)cc1,-1%
COc1cc(/C=C/C(=O)O)cc(S(=O)(=O)NC2CCCC2)c1OC,-8%
O=C(CCCCn1c(=O)c2ccccc2n(Cc2ccccc2F)c1=O)NC1CCN(Cc2ccccc2)CC1,-8%
Cc1ccc(Cn2c(=O)n(CCc3ccccc3)c(=O)c3c(C)c(C)sc32)cc1,-3%
Cc1cccc(OCC(=O)Nc2cccc3cccnc23)c1C,-2%
CCCOC(=O)c1c(NC(=O)C2c3ccccc3Oc3ccccc32)sc2c1CCCC2,1%
Cc1ccc(C(=O)c2oc3ccccc3c2NC(=O)C(C)Oc2ccccc2Cl)cc1 (configuration not stated),-3%
Cc1cccc(N2CC(C(=O)Nc3nc4ccc(S(C)(=O)=O)cc4s3)CC2=O)c1C (configuration not stated),2%
# (cont.)
SMILES,aSyn yeast rescue
CCCCc1nnc(SCc2cc(=O)c3cc(F)ccc3[nH]2)n1C,-4%
COc1ccc(C(C)=O)cc1CSc1nnc(Nc2ccc(C)cc2)s1,-1%
O=C(CSc1nccc(=O)[nH]1)Nc1cc(C(F)(F)F)ccc1N1CCOCC1,-10%
Cn1c(=O)n(C)c2cc(N3CCOCC3)c(NS(=O)(=O)c3ccc(F)cc3)cc21,-3%
Cc1ccc(C)c(S(=O)(=O)N2CCN(C(=O)c3cccn3C)CC2)c1,8%
COc1cc(C(=O)OCc2cc(=O)n3nc(C(C)C)sc3n2)cc(OC)c1OC,0%
O=C1NCCN(Cc2ccc(F)cc2)C1=O,3%
COc1ccc(-n2nc(C(=O)NCC(=O)Nc3cccc(Cl)c3)c3ccccc3c2=O)cc1,-8%
CC(=O)N1CCCC1c1nc2ccccc2n1Cc1cccc(C)c1 (configuration not stated),2%
CCOc1ccccc1OCCCC(=O)N(CC)CC(=O)Nc1c(F)cccc1F,3%
Cc1ccc(S(=O)(=O)N2CCN(c3nccnc3C#N)CC2)cc1,1%
COCc1cc(/C=N\NC(=O)c2ccc(Cl)cc2)ccc1OC,9%
O=C(Cn1cc(/C=C\[N+](=O)[O-])c2ccccc21)Nc1ccccc1,2%
CCOC(=O)N1CCN(c2ccc(N3C(=O)CCCC3=O)cc2[N+](=O)[O-])CC1,-5%
O=C1C2=C(C(c3ccccc3)=NCCN2)C(c2cccc([N+](=O)[O-])c2)N1c1ccccc1 (configuration not stated),-8%
CS(=O)(=O)Cc1cccc(C(=O)NC2CCSc3ccccc32)c1 (configuration not stated),4%
CC(=O)Nc1ccc(N(CC(O)Cn2c3ccccc3c3ccccc32)S(=O)(=O)c2ccc(C)cc2)cc1 (configuration not stated),-6%
COc1ccc(-c2nc(SCC(=O)Nc3ccc4c(c3)OCO4)c(-c3ccccc3)[nH]2)cc1,-5%
Cc1ccc(-n2ncc(C(=O)N3CCN(c4ccccn4)CC3)c2C2CCN(C(=O)OC(C)(C)C)CC2)cc1C,-7%
CC(=O)c1ccc(NC(=O)CCOc2cc(C)ccc2C)cc1,7%
N/C(=N\OC(=O)COc1ccc([N+](=O)[O-])cc1)c1cccnc1,-3%
COc1ccc(CC(=O)Nc2ccc(C(N)=O)cc2)cc1,-14%
COc1ccc(/C=N/NC(=O)/C(=C/c2ccccc2)CCO)cc1,-1%
CCn1ncc(N2CCOCC2)c(Cl)c1=O,4%
O=C(NCc1ccc(Cl)cc1)C1CCCN(C(=O)c2cnn(-c3ccc(F)cc3)c2-n2cccc2)C1 (configuration not stated),-7%
# (continued)
SMILES,aSyn yeast rescue
Cc1cccc(C(=O)NC(=O)Nc2ccc(-c3cc(C(F)(F)F)nn3-c3ccccc3)cc2)c1,-4%
COc1ccccc1C(=O)Nc1cccc(C(=O)OCc2cc(=O)n3c4c(sc3n2)CCCC4)c1,25%
COCCNCC(=O)Nc1nc(C)cs1,5%
CC(C)(C)c1ccccc1OCC(=O)Nc1ccccc1C(=O)NCc1cccnc1,15%
CCOC(=O)c1cnn(-c2nc(OCC)cc(OCC)n2)c1C,10%
CCNC(=O)Oc1ccc[nH]c1=O,4%
COCCNc1ccc(N2C(=O)C3CCCCC3C2=O)cc1[N+](=O)[O-] (configuration not stated),6%
Cc1cccc(CNC(=O)c2cnc3sc(N4CCCCC4)nn3c2=O)c1,-8%
COc1cc(NC(=O)CN2C(=O)CCc3cc(Br)ccc32)cc(OC)c1OC,5%
Cc1ccccc1C(=O)NC1CCN(CC(=O)NC2CCCCC2)CC1,-5%
CCN(CC)CCCNC(=O)Cn1nc(C)n2c(cc3sccc32)c1=O,-5%
CN(C)c1ccc(CNC(=O)CCS(=O)(=O)c2ccc3c(c2)oc(=O)n3C)cc1,-16%
CC(=O)c1ccc(N2CCN(C(=O)CS(=O)(=O)c3cccc4nsnc34)CC2)cc1,0%
CCOC(=O)C1CCCN(c2nc3c(S(=O)(=O)c4ccc(Br)cc4)nnn3c3ccsc23)C1 (configuration not stated),-12%
C[C@H](CO)N1C[C@H](C)[C@@H](CN(C)Cc2ccc(-c3ccccc3)cc2)Oc2ncc(C#C[C@@H](C)O)cc2C1=O,3%
Cc1cc(N2CCC(C)CC2)nc2ccc(NC(=O)/C=C/c3cccc(Cl)c3)cc12,-52%[inhibitor]
Cc1oc(-c2ccccc2)nc1CS(=O)CC(=O)NC1CCCC1 (configuration not stated),7%
CCOC(=O)c1c(C)[nH]c(CCC(=O)NCCCN2CCN(c3ccccc3F)CC2)c1C,-2%
CC(=O)Nc1cccc(OCC(=O)NC(C)c2ccc3ccccc3c2)c1 (configuration not stated),-7%
CCCCCOc1ccc(C(=O)N(Cc2ccccc2)C2CCS(=O)(=O)C2)cc1 (configuration not stated),24%
Cc1ccccc1NC(=O)N1CCN(S(=O)(=O)c2ccccc2)CC1,9%
COc1ccc(-n2nc3cc(C)c(NC(=O)COc4cccc(C)c4)cc3n2)cc1,-4%
COc1ccc(NC(=O)CCS(=O)(=O)c2cc3c(cc2C)NC(=O)CO3)cc1,-2%
CSc1cccc(NC(=O)c2cc(S(=O)(=O)N3CCCC3)cn2C)c1,15%
C[C@@H]1CN([C@@H](C)CO)C(=O)CCCn2nncc2CO[C@H]1CN(C)C(=O)CCC(F)(F)F,-8%
# Carrying on.
SMILES,aSyn yeast rescue
O=C(CCS(=O)(=O)c1nc(-c2ccc3c(c2)OCO3)cc(C(F)(F)F)n1)Nc1ccc(F)c(Cl)c1,-9%
O=C(Cc1ccc(S(=O)(=O)N2CCOCC2)s1)NCCOc1ccccc1F,14%
O=C(COC(=O)c1cc(Cl)ccc1O)NCC1CCCO1 (configuration not stated),-14%
CSc1ncccc1C(=O)Nc1nccs1,-3%
O=C(Cn1cc(S(=O)(=O)c2ccccc2)c(=O)c2cc3c(cc21)OCO3)Nc1ccc(Cl)cc1,2%
COc1ccc(/C=C/C(=O)NC(=S)Nc2ccc(S(N)(=O)=O)cc2)cc1,-2%
COc1ccc(C2=NS(=O)(=O)N(C)C(C(=O)NC3CCCCC3)=C2)cc1,-1%
COc1cc(NC(=O)c2cc(C)no2)cc(OC)c1OC,-5%
O=C(CSc1nnc(C2CC2)n1CC1CCCO1)Nc1ccc(Cl)cc1 (configuration not stated),0%
O=C(CN1C(=O)COc2ccc(Cl)cc21)Nc1cccc(C(=O)O)c1,1%
COc1ccc(NC(=O)CSc2nc3c(c(=O)n2-c2ccccc2OC)SCC3)cc1,5%
Cc1ccc(N2C(=O)c3ccccc3C2Nc2ccc(S(=O)(=O)N3CCOCC3)cc2)nc1 (configuration not stated),2%
C[C@@H]1CN([C@@H](C)CO)C(=O)CCCn2nncc2CO[C@@H]1CN(C)S(=O)(=O)c1ccccc1C#N,-1%
O=C(COc1ccc(Br)cc1)Nc1cc(S(=O)(=O)N2CCCCC2)ccc1N1CCCCC1,4%
COc1cc(C(=O)NCc2cn3cccc(C)c3n2)cc(OC)c1OC,0%
COc1ccc(CCNC(=O)c2c(C)oc3ncnc(N4CCOCC4)c23)c(OC)c1,0%
COc1cccc(C(=O)n2nc(-c3ccco3)nc2NCc2cccs2)c1,-1%
CC(=O)N1CCc2c(sc3c2c(=O)n(-c2ccccc2Cl)c(=O)n3Cc2cccc(C)c2)C1,9%
CC(C)C(NS(=O)(=O)c1ccc2c(c1)oc(=O)n2C)C(=O)NCCc1ccc(Cl)cc1 (configuration not stated),0%
COc1ccc(NC(C)=O)cc1S(=O)(=O)Nc1ccccc1C(=O)NCCc1ccccc1,6%
CCN(Cc1ccccc1)C(=O)c1cc(-c2ccccc2)n[nH]1,1%
Cc1ccc(-n2nc(C)c(NC(=O)COC(=O)c3ccccc3NCCO)c2C)cc1,11%
Cn1cc(CN2CC3C[C@@H]4CC2C[C@H](C3)C4)c(-c2ccc3c(c2)OCCO3)n1,16%
C[C@H]1Cn2cnc(C(=O)N[C@@H](Cc3c[nH]c4ccccc34)C(=O)OC(C)(C)C)c2C(=O)N1,8%
CCOc1ccc(-c2nc(SCC(=O)NC3CCCC3)c(-c3ccccc3)[nH]2)cc1OC,-4%

# In another format: results already given
mol | aSyn yeast rescue
COc1cc(NC(=O)c2cc(C)no2)cc(OC)c1OC | -5%
O=C(CSc1nnc(C2CC2)n1CC1CCCO1)Nc1ccc(Cl)cc1 (configuration not stated) | 0%
O=C(CN1C(=O)COc2ccc(Cl)cc21)Nc1cccc(C(=O)O)c1 | 1%
COc1ccc(NC(=O)CSc2nc3c(c(=O)n2-c2ccccc2OC)SCC3)cc1 | 5%
Cc1ccc(N2C(=O)c3ccccc3C2Nc2ccc(S(=O)(=O)N3CCOCC3)cc2)nc1 (configuration not stated) | 2%
C[C@@H]1CN([C@@H](C)CO)C(=O)CCCn2nncc2CO[C@@H]1CN(C)S(=O)(=O)c1ccccc1C#N | -1%
O=C(COc1ccc(Br)cc1)Nc1cc(S(=O)(=O)N2CCCCC2)ccc1N1CCCCC1 | 4%
COc1cc(C(=O)NCc2cn3cccc(C)c3n2)cc(OC)c1OC | 0%
COc1ccc(CCNC(=O)c2c(C)oc3ncnc(N4CCOCC4)c23)c(OC)c1 | 0%
COc1cccc(C(=O)n2nc(-c3ccco3)nc2NCc2cccs2)c1 | -1%
CC(=O)N1CCc2c(sc3c2c(=O)n(-c2ccccc2Cl)c(=O)n3Cc2cccc(C)c2)C1 | 9%
CC(C)C(NS(=O)(=O)c1ccc2c(c1)oc(=O)n2C)C(=O)NCCc1ccc(Cl)cc1 (configuration not stated) | 0%
COc1ccc(NC(C)=O)cc1S(=O)(=O)Nc1ccccc1C(=O)NCCc1ccccc1 | 6%
CCN(Cc1ccccc1)C(=O)c1cc(-c2ccccc2)n[nH]1 | 1%
Cc1ccc(-n2nc(C)c(NC(=O)COC(=O)c3ccccc3NCCO)c2C)cc1 | 11%
Cn1cc(CN2CC3C[C@@H]4CC2C[C@H](C3)C4)c(-c2ccc3c(c2)OCCO3)n1 | 16%
C[C@H]1Cn2cnc(C(=O)N[C@@H](Cc3c[nH]c4ccccc34)C(=O)OC(C)(C)C)c2C(=O)N1 | 8%
CCOc1ccc(-c2nc(SCC(=O)NC3CCCC3)c(-c3ccccc3)[nH]2)cc1OC | -4%

# (cont.)
SMILES,aSyn yeast rescue
Cc1csc2nc(COc3ccc(NC(=O)COc4ccc(F)cc4)cc3)cc(=O)n12,-5%
Cc1ccc(-c2nc(CNC(=O)NC3CCCCC3)c(C)o2)cc1,6%
COc1ccc(NC(=O)c2ccc(CN3C(=O)CCn4nc(C)cc43)cc2)c(OC)c1,-2%
O=C(O)CCC(=O)Nc1ccccc1Oc1ccccc1,-2%
CC(C)[C@H](NC(=O)NC1CCN(Cc2ccccc2)CC1)C(=O)O,-3%
CC1CCCCN1C(=O)c1cc(-c2ccc(Br)cc2)on1 (configuration not stated),5%
CCCSCCCNC(=O)Cn1c(-c2cccs2)cc2ccccc21,2%
COC(=O)CN1C(=O)CSc2ccc(S(=O)(=O)Nc3ccc(F)c(Cl)c3)cc21,-2%
Cc1ccc(C2CC(c3ccccc3)n3ncnc3N2)cc1 (configuration not stated),5%
COc1ccc(CNC(=O)c2cccc(NC3=NC4CS(=O)(=O)CC4S3)c2)cc1 (configuration not stated),5%
O=C(COc1ccc2ccccc2c1)NC1CC(=O)N(c2ccc(F)cc2)C1 (configuration not stated),-3%
Cc1ccc(-n2c(=O)c3c(c4cc(C)ccc4n3C)n(CC(=O)NCC3CCCO3)c2=O)cc1 (configuration not stated),11%&-6%
CCCN(CC(=O)Nc1ccccc1C)C(=O)C1CC(=O)N(c2cccc(C)c2C)C1 (configuration not stated),-1%

# High-throughput results: PubChem, National Center for Advancing Translational Sciences (NCATS)

# These rows are one share of the data (hit frequency here may not be typical).
